Compound activity deposited in PubChem by several laboratories.
CatL block: inhibitors of human cathepsin L, biochemical. Procathepsin L (Homo sapiens), P07711. purified cathepsin L, fluorogenic substrate, fluorescence. inhibition, %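 (tested at 10 µM)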. hit rate 0.17% among 58,000. AID 460, 2006; in the data active = inhibition above about 45%;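 note: 0% = enzyme with no compound and 100% = no enzyme blank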
C1s block: complement C1s protease inhibitors, primary screen, biochemical, 10-compound mixtures; Complement C1s subcomponent (Homo sapiens), P09871; purified C1s, fluorogenic AMC substrate, pooled mixtures; mean inhibition % of two 10-compound mixtures (hits give high values), % at 5 µM (by protocol); hit rate 0.16% among 62,000; AID 538, 2006;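 active = inhibition above 20% in each of the two 10-compound mixture wells holding the compound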;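 note: 0% = enzyme wells lacking compound mixture and 100% = no-enzyme blank wells; some compounds called inactive have numbers as strong as hits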
HTR1A agonist: human 5-HT1a receptor agonists, primary screen, cell-based, CHO, Ga15 NFAT-bla reporter | activation, % at 10 µM | hit rate 0.56% among 65,000 | 5-hydroxytryptamine receptor 1A (Homo sapiens), P08908 | CHO 5-HT1a Ga15 NFAT-bla reporter, FRET ratio; 0% basal, 100% maximal reference agonist | AID 567, 2006;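 active = activation above the screen-wide mean activation plus 3 SD, cut at about 19% in these data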;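 note: 0% = DMSO wells and 100% = 5-CT at EC100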
Cdc25B block: inhibitors of Cdc25B phosphatase catalytic domain, primary screen, biochemical, OMFP fluorescence; recombinant Cdc25B, OMFP fluorescence Ex485/Em525; hit rate 0.1% among 65,000; M-phase inducer phosphatase 2 (Homo sapiens), P30305; inhibition, %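 (compounds tested at 10 µM final in the well)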; in the data active = inhibition above about 50%
Target sequence (P30305 whole entry, looked up, the tested form may be a part): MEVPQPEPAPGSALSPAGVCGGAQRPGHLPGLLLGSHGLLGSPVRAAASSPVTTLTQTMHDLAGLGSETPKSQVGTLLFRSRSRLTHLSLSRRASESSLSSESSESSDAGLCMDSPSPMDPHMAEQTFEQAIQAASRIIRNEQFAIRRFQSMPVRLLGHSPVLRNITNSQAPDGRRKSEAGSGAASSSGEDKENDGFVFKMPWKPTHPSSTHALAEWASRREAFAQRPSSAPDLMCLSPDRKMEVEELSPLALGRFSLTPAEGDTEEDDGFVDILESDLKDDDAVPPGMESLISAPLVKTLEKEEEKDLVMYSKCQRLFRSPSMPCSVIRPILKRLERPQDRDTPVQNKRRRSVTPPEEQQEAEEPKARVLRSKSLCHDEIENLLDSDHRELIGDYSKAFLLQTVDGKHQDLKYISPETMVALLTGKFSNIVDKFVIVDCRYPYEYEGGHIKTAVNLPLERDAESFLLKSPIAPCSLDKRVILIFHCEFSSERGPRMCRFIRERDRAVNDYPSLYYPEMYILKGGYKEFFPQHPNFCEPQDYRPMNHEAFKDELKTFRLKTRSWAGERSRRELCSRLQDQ
Cathepsin G inh: human cathepsin G inhibitors, primary screen, biochemical, pooled compound mixtures, AMC fluorescence; inhibition, % at 5 µM (by protocol); AID 581, 2007; purified enzyme, AMC-tetrapeptide fluorescence; hit rate 0.2% among 62,000;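 active = inhibition above 20% in each of the two mixture wells holding the compound; inactive = inhibition of 20% or less in either well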;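 note: 0% = enzyme control without mixture and 100% = blank lacking enzyme; strong numbers were not always called active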
FXIa inh mix: FXIa protease inhibitors in compound pools, primary screen, biochemical, 10-compound mixtures; inhibition, % at 5 µM; purified FXIa, fluorogenic substrate, pooled mixtures; Coagulation factor XI (Homo sapiens), P03951; hit rate 0.19% among 62,000;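 note: each value is inhibition by a whole ten-compound pool holding the compound; 0% = enzyme with no mixture and 100% = wells lacking enzyme; strong numbers were not always called active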
Hsp90 block: tumor Hsp90 inhibitors, primary screen, cell lysate, fluorescence polarization, NCI-N417 lysate; Heat shock protein HSP 90-alpha (Homo sapiens), P07900; AID 429, 2006; inhibition, % at 30 µM; hit rate 0.35% among 64,000; Cy3B-geldanamycin FP displacement;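 active = inhibition above 50%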;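 note: 0% = tracer plus lysate wells and 100% = tracer alone without lysate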
FXIIa inh mix: human factor XIIa inhibitors, primary screen, biochemical, pooled compound mixtures, fluorogenic substrate; hit rate 0.2% among 62,000; AID 684, 2007; purified FXIIa; Coagulation factor XII (Homo sapiens), P00748; inhibition, % at 5 µM;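 note: 0% = enzyme without compound and 100% = no enzyme blank; some results filed as inactive read as strong as hits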
DUSP1 inh: MKP-1 phosphatase inhibitors, primary screen, biochemical, in vitro. AID 374, 2006. recombinant MKP-1, OMFP hydrolysis fluorescence. Dual specificity protein phosphatase 1 (Homo sapiens), P28562. hit rate 0.15% among 65,000. inhibition, %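 (compounds tested at a single concentration somewhere between 10 and 100 µM)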;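 active = inhibition above about 50%, limit read from the data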;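 note: 0% = DMSO max control wells and 100% = wells with enzyme stopped by NaOH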
Target sequence (P28562 whole entry, looked up): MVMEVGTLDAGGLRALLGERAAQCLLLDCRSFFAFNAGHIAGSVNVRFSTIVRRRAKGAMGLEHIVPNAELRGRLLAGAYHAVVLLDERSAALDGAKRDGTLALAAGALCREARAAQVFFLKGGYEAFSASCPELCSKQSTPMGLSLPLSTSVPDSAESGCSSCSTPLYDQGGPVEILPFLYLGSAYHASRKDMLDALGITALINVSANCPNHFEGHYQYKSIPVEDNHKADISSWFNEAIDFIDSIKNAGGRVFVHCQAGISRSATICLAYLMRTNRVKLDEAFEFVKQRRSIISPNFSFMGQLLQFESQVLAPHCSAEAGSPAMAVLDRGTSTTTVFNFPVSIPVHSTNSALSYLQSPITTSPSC
* = called active by the depositor; x = not tested or not shown. Cut-off read from the data, not from the text of the source, unless noted: active = inhibition above about 20% (passing the limit was not always enough); inactive = the rest.

nr	molecule	Cathepsin G inh	Hsp90 block	FXIa inh mix	FXIIa inh mix	CatL block	Cdc25B block	C1s block	HTR1A agonist	DUSP1 inh
1	CCOc1ncccc1C(=O)OCc1cc(=O)oc2c(C)c(C)ccc12	10	-1	5	-1	-4	5	16	-1.4	19
2	CC(=O)N1CCc2cc(NS(=O)(=O)c3cccs3)ccc21	9	-7	1	-6	12	22	-9	0.9	2
3	CN(Cc1ccc(-n2cccn2)cc1)C(=O)c1cnn2c1NC(c1ccco1)CC2C(F)(F)F (configuration not stated)	-1	-2	1	-9	4	-2	5	0.2	18
4	COC(=O)c1ccccc1NC(=O)CN1C(=O)C2CCCN2c2ncc(Cl)cc21 (configuration not stated)	0	-19	11	5	-7	5	-28	-0.7	50*
5	Cc1cccc(OCC(=O)Nc2ccccc2N2CCN(C(=O)C(C)C)CC2)c1C	9	2	11	1	10	0	5	-3.4	-1
6	Cn1c(=O)c2c(-c3ccncc3)c3c(nc2n(C)c1=O)-c1ccccc1C3=O	-3	0	7	10	0	-7	-2	-3.4	-7
7	CCOC(=O)C1CCCN(C(=O)c2cc(=O)c3ccccc3o2)C1 (configuration not stated)	9	4	4	-21	6	-15	18	0.0	3
8	COCCn1c(=N)c(C(=O)NCCc2ccc(OC)cc2)cc2c(=O)n3cccc(C)c3nc21	1	-6	1	-3	-7	8	-8	1.1	-11
9	Cn1c(NC(=O)c2ccccc2)cc(=O)n(C)c1=O	-4	-2	7	2	1	-1	-29	-1.2	-4
10	CCN(CC)c1ccc(NC(=O)c2cccc(OC)c2)c(C)c1	9	-4	11	4	14	-13	1	-0.6	-5
11	Cc1c2cccn2cc[n+]1C	8	-1	-4	3	-58	-13	-13	-0.4	-37
12	O=C(NCCN1CCOCC1)c1ccc2c(c1)N(Cc1ccccc1)CCS2	-9	-1	-1	10	-53	-14	-68	0.5	-13
13	Cc1nc(S(=O)(=O)N(C)Cc2ccccc2)c(C#N)c(C)c1Cl	8	1	1	10	-4	-2	11	-1.0	5
14	C/C(=N\O)C(=O)NCCN1CCCCC1	-3	0	0	-18	3	4	1	-3.1	-27
15	CC1Cc2ccccc2N1C(=O)COc1nc2ccccc2nc1N1CCOCC1 (configuration not stated)	-8	-1	5	2	-3	-4	-36	2.0	35
16	COc1ccc2[nH]c(=O)c(CN(Cc3ccc4c(c3)OCO4)C(C)=O)cc2c1	-2	-6	1	2	6	0	1	1.4	-10
17	COc1ccc(-c2csc(C3=C(O)CN(Cc4ccc(S(N)(=O)=O)cc4)C3=N)n2)cc1OC	-3	x	3	-14	-9	-15	0	-0.1	0
18	O=C(NCC1CCCO1)c1nnc(Cc2ccc(F)cc2)o1 (configuration not stated)	-1	-4	6	9	x	-11	4	-1.1	2
19	CCOC(=O)C1CCN(C(=O)C2c3ccccc3C(=O)N(C)C2c2ccc(OC)cc2)CC1 (configuration not stated)	11	x	8	-7	-7	x	17	1.8	x
20	Cc1ccc(C(=O)CC(C(=O)O)c2cn(CCC#N)c3ccccc23)cc1 (configuration not stated)	-10	-4	5	2	8	2	-46	0.0	12
21	CCOC(=O)N1CCN(C(=O)c2cn(CCOC)c(=O)c3c2c2ccccc2n3C)CC1	6	-4	8	-6	-6	-15	5	-0.1	27
22	Cc1cc(C)n2cc(CSc3nnnn3-c3ccc(Cl)cc3)nc2n1	3	-3	11	-8	-4	2	1	2.0	6
23	CN(C(=O)Cn1c(=O)n(CCCCC(=O)NC2CCCC2)c(=O)c2ccccc21)C1CCCCC1	-7	-5	0	-12	11	7	-21	-1.2	-1
24	CC(=O)CSc1nnc(CSc2ncccn2)n1C1CCCCC1	1	2	3	4	7	1	-3	-1.1	11
25	Cc1cccc(N(C)S(=O)(=O)c2ccc3[nH]cc(C(=O)N4CCOCC4)c(=O)c3c2)c1	3	-3	0	4	-2	1	-2	-4.5	1
26	O=C(Nc1nnc(C(F)(F)F)s1)c1cccnc1	2	-6	4	4	13	1	-5	-1.2	24
27	CC(=O)NCCN=C(C)c1sc2ccccc2c1O	-10	-6	2	-2	31	-1	-10	-0.2	-11
28	COc1ccc(-c2c(C)n([O-])c(C)c(C)[n+]2=O)cc1OC	-2	1	6	7	26	-9	-7	-0.2	0
29	CCOC(=O)C1CCN(Cc2ccc(C(=O)OC)cc2)CC1	-4	3	-11	-11	2	-12	-34	0.2	-4
30	CN1CCN(S(=O)(=O)c2ccc(-c3noc(C4CCN(S(C)(=O)=O)CC4)n3)cc2)CC1	-11	-4	4	1	6	-8	-19	-1.1	9
31	C=C(C)CSc1nnc(-c2cccc(S(=O)(=O)N(C)C)c2)n1-c1cc(OC)ccc1OC	2	-1	12	7	2	-8	5	1.7	10
32	O=C(CC1N=C2c3ccccc3N=C(SCc3ccc(Cl)cc3)N2C1=O)NCc1ccco1 (configuration not stated)	9	-8	6	-1	x	10	13	1.3	35
33	CCOc1ccc(N(CC(=O)Nc2cccc(F)c2)S(=O)(=O)c2c(C)noc2C)cc1	10	-5	1	2	x	4	-25	12	8
34	O=c1oc2ccc3ccccc3c2cc1-c1nnc(-c2ccccc2)o1	-20	2	-34	1	-83	1	-121	2.7	35
35	COCCn1c(=NC(=O)c2ccc3c(c2)OCO3)c(C#N)cc2c(=O)n3cccc(C)c3nc21	12	-8	4	-3	-1	-1	12	3.9	2
36	N#C/C(=C1\CCCN1)c1nc2ccccc2c(=O)[nH]1	-15	3	-3	2	5	-12	-45	4.7	6
37	CC(Oc1ccc(Cl)cc1Cl)C(=O)Nc1ccc2oc(-c3ccncc3)nc2c1 (configuration not stated)	-8	-3	-5	-5	-15	-15	-21	-2.5	15
38	C=CCn1c(-c2ccc(Cl)cc2)c[nH]c1=S	9	-1	1	2	30	-8	7	-0.9	-3
39	Nc1nc(NCc2ccco2)nn1-c1ccccc1	4	-4	-4	3	15	0	-47	-2.2	-4
40	O=C(O)CCN(CCC(=O)O)c1ccccc1	1	0	6	6	8	-7	-5	1.9	-9

Compound profiles, from the list above. Order of values: Cathepsin G inh | Hsp90 block | FXIa inh mix | FXIIa inh mix | CatL block | Cdc25B block | C1s block | HTR1A agonist | DUSP1 inh
C=CCn1c(-c2ccc(Cl)cc2)c[nH]c1=S in the list: 9 | -1 | 1 | 2 | 30 | -8 | 7 | -0.9 | -3
COCCn1c(=NC(=O)c2ccc3c(c2)OCO3)c(C#N)cc2c(=O)n3cccc(C)c3nc21 in the list: 12 | -8 | 4 | -3 | -1 | -1 | 12 | 3.9 | 2

Further compounds follow:
nr	molecule	Cathepsin G inh	Hsp90 block	FXIa inh mix	FXIIa inh mix	CatL block	Cdc25B block	C1s block	HTR1A agonist	DUSP1 inh
41	Cc1ccc(C(=O)N2CCN(S(C)(=O)=O)C2)cc1	8	-1	3	9	31	3	0	-0.1	-10
42	CCOC(=O)C(NC(C)=O)(Nc1cccc(F)c1)C(F)(F)F (configuration not stated)	-7	-3	-10	3	-4	-8	-4	-1.3	1
43	CCOC(=O)CCCCNCc1ccccc1	0	2	2	2	3	0	0	-2.2	-4
44	CCOc1cc(C)nc(N2CCCC(C(=O)NCc3ccccc3F)C2)n1 (configuration not stated)	-1	2	-2	8	6	-6	-45	-2.3	-18
45	Cn1cccc1Cc1nnc(SCC(=O)NCc2ccc3c(c2)OCO3)n1CCc1ccccc1	10	-1	8	1	0	-21	14	-1.6	10
46	CCOC(=O)C1CCN(c2nc3ccccc3nc2C(C#N)C(=O)OCCOC)CC1 (configuration not stated)	8	0	6	2	35	16	11	2.8	-3
47	COCc1cc(C)c(C#N)c(=S)[nH]1	-9	-2	-3	3	14	8	-64	-2.2	4
48	CCOC(=O)CSc1nnc(-c2nnc(SCC(=O)OCC)n2CC)n1CC	12	-5	4	9	0	-20	17	-1.3	0
49	Cc1ccnc(SCCn2c(N3CCOCC3)nc3c2c(=O)[nH]c(=O)n3C)n1	x	-2	x	x	x	2	x	-4.3	23
50	CCOC(=O)c1c(C)[nH]c(C(=O)COC(=O)C2CC2C)c1C (configuration not stated)	17	-3	27*	6	-4	-18	13	-1.3	20
51	O=C(NCCN1CCN(c2ccccc2)CC1)C1CCN(S(=O)(=O)c2cccs2)CC1	4	0	5	4	21	4	-48	0.6	6
52	CCCS(=O)(=O)N1CCC(C(=O)NCCc2ccccc2)CC1	-12	1	1	14	-6	10	-13	-2.9	3
53	O=C(Nc1ccc(N2CCOCC2)cc1)Nc1cnsn1	4	16	-5	2	x	-2	5	-0.6	6
54	O=C(CSc1nnc(Cc2cccs2)n1-c1ccccc1)Nc1ccc2c(c1)OCCO2	8	0	3	0	-19	-12	5	-2.9	1
55	COc1ccccc1C(=O)OCC(=O)Nc1ccc(OC(F)F)cc1	9	-2	1	2	19	-2	12	-2.0	-2
56	COc1ccc(C2CC(c3ccccc3)n3nc(NC(=O)c4cccs4)nc3N2)cc1 (configuration not stated)	8	1	-2	-2	8	1	-3	-1.1	27
57	O=C(Cn1cnc2c(nnn2-c2ccc(F)cc2)c1=O)N1CCCC1	-3	-6	5	1	2	1	-13	-2.8	-2
58	CCN(CC)S(=O)(=O)c1cccc(C(=O)NC(C(=O)Nc2nnc(C3CC3)s2)C(C)C)c1 (configuration not stated)	10	-1	1	0	12	-9	12	-3.1	2
59	COc1cc(NC(=O)Cn2ncc3c2-c2ccccc2OC3)cc(OC)c1OC	6	0	-2	3	x	4	-6	-1.1	-2
60	COC(=O)c1[nH]cnc1C(=O)c1ccccc1	2	-1	9	2	-8	-2	6	-1.5	-22
61	CCOC(=O)C1CCN(C(=O)Nc2ccc(NC(=O)C3CCN(C(=O)OCC)CC3)cc2)CC1	8	-2	0	4	-3	-11	-5	-3.3	13
62	N#CC1=C(N)N(c2ccccc2C#N)C2=C(C(=O)CCC2)C1c1ccsc1 (configuration not stated)	-2	5	14	5	5	6	-2	-3.1	5
